# CYP2C19 inhib: blocks human cytochrome P450 2C19. P33261. CYP2C19 Supersomes, luciferin-H EGE luminescence, 30 min. inhibition, % at 5 µM. 96,000 tested, 21% active. AID 778;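 active = CYP2C19 inhibition above a set limit at 5 µM in the primary screen, cut at about 50% in these data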;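 also: plate controls were negative control wells for no effect and 2.5 mM tranylcypromine positive control for full effect; values of inactives mirror those of a sister screen read the other way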
# EphB4 ephrin blk: blocks human EphB4 binding to ephrin-B2; P54760; EphB4 LBD / TNYL-RAW-Alexa532 peptide, fluorescence polarization; inhibition, % at 7 µM; 97,000 tested, 0.15% active; AID 720;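 active = inhibition above the screen-wide mean inhibition plus 3 SD, cut at about 15% in these data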;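 also: 0% = DMSO wells and 100% = excess unlabeled TNYL-RAW peptide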
# CYP2C9 activ: activators of human CYP2C9 | P11712 | recombinant CYP2C9, luciferin-H conversion, luminescence; active compounds read high; factor 1 = untreated enzyme, 0 = blocked | activation factor at 5 µM | 96,000 tested, 1.4% active | AID 1024;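 active = activation factor of 2 or more for CYP2C9 at a 5 µM dose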;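 also: 0 = sulfaphenazole-blocked wells and 1 = vehicle-only wells; values of inactives mirror those of a sister screen read the other way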
# Target sequence (P11712 whole entry, looked up): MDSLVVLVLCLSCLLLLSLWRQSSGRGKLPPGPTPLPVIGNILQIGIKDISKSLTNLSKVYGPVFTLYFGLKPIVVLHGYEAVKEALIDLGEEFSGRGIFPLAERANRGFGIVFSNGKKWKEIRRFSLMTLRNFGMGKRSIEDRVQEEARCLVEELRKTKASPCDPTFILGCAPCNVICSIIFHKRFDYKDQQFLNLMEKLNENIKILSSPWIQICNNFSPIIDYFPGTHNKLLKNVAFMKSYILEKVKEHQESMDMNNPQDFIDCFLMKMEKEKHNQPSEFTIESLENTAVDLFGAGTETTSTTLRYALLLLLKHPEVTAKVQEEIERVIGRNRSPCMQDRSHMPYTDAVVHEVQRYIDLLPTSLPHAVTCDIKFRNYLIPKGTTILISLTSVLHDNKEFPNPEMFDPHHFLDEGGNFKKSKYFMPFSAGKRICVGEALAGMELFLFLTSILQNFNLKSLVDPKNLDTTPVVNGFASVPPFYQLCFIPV
# CYP2C19 activ: increases human CYP2C19 enzyme activity | recombinant CYP2C19, luciferin-H EGE luminescence; active compounds read high; 0 = fully inhibited enzyme, 1 = untreated enzyme | activation factor at 5 µM | P33261 | 96,000 tested, under 10 active | AID 1025;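 active = activation factor of at least 2 at 5 µM in the primary screen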;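 also: 0 = wells with 2.5 mM tranylcypromine and 1 = vehicle-only wells; values of inactives mirror those of a sister screen read the other way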
# CYP2C9 inh: human CYP2C9 inhibition; P11712; CYP2C9 Supersomes, luciferin-H conversion, luminescence; inhibition, % at 5 µM; 96,000 tested, 20% active; AID 777;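 active = blocking of liver enzyme CYP2C9 beyond about 50% at 5 µM, limit read from the data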; also: values of inactives mirror those of a sister screen read the other way
# Pyk2 oligo antag: antagonists of human Pyk2 oligomerization; Q14289; 99,000 tested, 0.83% active; z-score (the deposit names both 25 µM and 10 µM); Q293 cells, Pyk2 FERM NanoBiT luminescence; active compounds read low; AID 1347419;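 active = Z-score of -3 or lower, scaled per plate to the spread of control and sample wells; inactive = z-score above -3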;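 also: negative z-score means lost luminescence so less FERM oligomerization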
# PostGolgi yeast: growth inhibition of a yeast mutant, post-Golgi transport screen; inhibition, % at 10 µM; AID 739; 98,000 tested, 0.9% active; post-Golgi transport phenotypic cell assay; in the data active = inhibition above about 30%;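 also: yeast cells grown in 1536-well plates; yeast grown about 18 h at 30C before absorbance read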
# PLAP act: activates human placental alkaline phosphatase | P05187 | purified PLAP enzyme, luminescent substrate read-out; active compounds read high | activation fold at 20 µM | 96,000 tested, 1.2% active | AID 696; in the data active = activation fold above about 2
# Target sequence (P05187 whole entry, looked up): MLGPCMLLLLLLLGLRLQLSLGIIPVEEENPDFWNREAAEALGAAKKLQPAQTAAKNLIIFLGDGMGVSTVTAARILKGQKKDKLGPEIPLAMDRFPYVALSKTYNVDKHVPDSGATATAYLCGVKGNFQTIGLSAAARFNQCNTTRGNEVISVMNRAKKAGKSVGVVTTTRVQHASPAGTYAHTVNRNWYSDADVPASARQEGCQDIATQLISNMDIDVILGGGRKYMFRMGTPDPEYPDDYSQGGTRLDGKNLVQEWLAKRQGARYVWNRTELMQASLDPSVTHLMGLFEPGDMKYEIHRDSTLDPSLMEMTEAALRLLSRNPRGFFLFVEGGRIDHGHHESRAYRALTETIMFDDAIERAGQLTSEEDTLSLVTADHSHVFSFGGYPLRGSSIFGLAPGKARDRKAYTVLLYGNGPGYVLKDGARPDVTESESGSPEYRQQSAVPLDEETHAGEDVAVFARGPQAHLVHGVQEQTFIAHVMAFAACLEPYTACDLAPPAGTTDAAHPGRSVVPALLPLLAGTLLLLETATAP
# Ecoli WT expand: E. coli BW25113 growth inhibition, expanded screen. growth inhibition, % at 100 µM. 98,000 tested, 0.15% active. OD600 absorbance. AID 710;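 active = growth inhibition above about 50% at one test dose, limit read from the data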;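 also: growth measured after 20 h incubation at 37 °C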
# An asterisk follows results filed as active; . = no result given.
canonical_smiles,PostGolgi yeast,CYP2C19 inhib,PLAP act,EphB4 ephrin blk,CYP2C9 activ,CYP2C9 inh,CYP2C19 activ,Ecoli WT expand,Pyk2 oligo antag
Cc1cc(C)nc(N2CCC(C(=O)NCc3ccco3)CC2)n1,6,34,1.2,-9,1.2,-22,0.7,-2,0.2
Nc1nnc(-c2ccccc2Cl)s1,0,15,0.9,.,1.4,-38,0.9,14,-0.35
Cc1ccc2c(n1)sc1c(-c3ccccc3)c(C#N)c(N)nc12,0,-10,1.1,-6,0.9,12,1.1,-10,-1.1
Cc1cc(S(=O)(=O)NCCCN2CCOCC2)ccc1F,2,29,1,-1,1.1,-7,0.7,7,0.09
CN(Cc1ccccc1)C(=O)Nc1ccccc1,1,37,0.7,0,0.9,7,0.6,6,0.95
CC(C)Oc1ccc(C(=O)NC2CCCCC2)cc1,-5,-8,0.8,0,1.3,-30,1.1,10,0.05
CCOC(=O)c1cnc2sccn2c1=O,0,-12,1.1,-3,0.9,10,1.1,4,1.9
COc1ccc(-c2nnc(NC(=O)c3ccc(S(=O)(=O)N4CCc5ccccc5C4)cc3)o2)cc1,7,0,0.9,3,0.8,25,1,-13,-2.8
CCOC(=O)C1CCCN(C(=O)Nc2cccc(Cl)c2)C1 (stereo not drawn),-2,60*,0.8,8,0.6,40,0.4,0,0.39
CCOC(=O)N1CCN(C(=O)/C(=C/c2ccc(OC)cc2)NC(=O)c2ccccc2)CC1,-3,72*,1.3,-2,0.2,77*,0.3,-3,0.53
CCOc1nc(NCCN2CCOCC2)nc(Nc2ccc(C)cc2)n1,-5,11,1.4,9,0.9,13,0.9,14,0.01
CCCCn1c(SCc2ccc(Cl)cc2)nc2c1c(=O)[nH]c(=O)n2C,15,19,0.9,6,0.8,25,0.8,-20,-1.3
Nc1cc(N)cc(-c2nc3ccccc3[nH]2)c1,-2,9,1,-2,0.8,15,0.9,6,-0.39
CC(=O)N1CCC(=NNS(=O)(=O)c2cccc([N+](=O)[O-])c2)CC1,3,-10,1,3,1.2,-24,1.1,11,1.4
Cc1ccc(C(C(=O)NC2CCCCC2)N(CC2CCCO2)C(=O)CNC(=O)c2cccs2)cc1 (stereo not drawn),5,13,1.2,3,0.7,28,0.9,-7,-0.04
COc1ccc(C)cc1NC(=O)CN(c1ccc(F)cc1)S(C)(=O)=O,-8,31,1,3,0.3,65*,0.7,10,-1.8
CSC(=Nc1ccccc1)C1=C(O)COC1=O,-7,.,.,9,.,.,.,-2,-0.11
COC(=O)c1ccc(C2CC(=O)Nc3cc(OC)c(OC)cc32)cc1 (stereo not drawn),5,36,0.8,-3,0.7,30,0.6,0,0.13
CCOC(=O)c1c(C)c(C(=O)NCc2cccnc2)c(C)n1C,7,29,1,5,0.7,32,0.7,-1,1
CN(C)c1ccc(NC(=O)CN2C(=O)CC(c3ccccc3)=Nc3ccccc32)cc1,18,6,1.2,-2,0.3,72*,0.9,-9,-0.2
Cc1ccc(C(=O)NCCNc2ccc(Cl)cc2[N+](=O)[O-])o1,2,33,1,4,0.4,55*,0.7,23,-0.78
CCCc1cc2c(=O)c(-c3ccc4c(c3)OCCO4)coc2cc1OC(=O)c1ccco1,12,16,0.9,-11,1.2,-15,0.8,-1,-3*
CCC(C)NC(=O)CS(=O)Cc1nc(-c2cccc(C)c2)oc1C (stereo not drawn),-9,-2,1.1,3,1,2,1,-5,.
Oc1ccccc1/C=N/Nc1cccc2cccnc12,-1,-6,1.1,2,1.1,-14,1.1,-3,-0.32
Cc1c(C(=O)Nc2ccc3oc(-c4cccnc4)nc3c2)oc2ccccc12,-2,35,1.2,-2,0.7,34,0.6,5,-0.37
O=C(CC1CCS(=O)(=O)C1)Nc1ccc[nH]c1=O (stereo not drawn),2,15,1.1,5,1.1,-5,0.8,-1,1.3
CCCCOCCCNC(=O)c1ccc(OC)cc1,-6,58*,1.1,4,0.9,14,0.4,-3,1.7
CCOC(=O)C(Sc1n[nH]c(N)n1)c1ccccc1 (stereo not drawn),-1,17,1.3,3,0.8,19,0.8,5,-0.86
O=C(O)c1ccccc1NCN1C(=O)C2CC=C(Cl)CC2C1=O (stereo not drawn),8,3,1,2,1,2,1,1,-0.03
CN(C)CCCNC(=O)c1cc2c3ccccc3n(C)c2s1,1,21,1.2,-1,1,-3,0.8,5,0.93
CC(=O)c1ccc(OCC(O)CN2CC(C)OC(C)C2)cc1 (stereo not drawn),1,14,1.5,3,1.2,-17,0.9,1,-0.07
Cc1ccc(C(C(=O)NCc2ccco2)N(C(=O)CNC(=O)c2cccs2)c2ccc(C)cc2)cc1 (stereo not drawn),14,-6,1.1,2,1.1,-6,1.1,-3,0.1
O=C(Nc1ncc([N+](=O)[O-])s1)C1CCN(S(=O)(=O)c2cnc[nH]2)CC1,-11,48,0.8,10,0,97*,0.5,-1,-0.23
OC(COc1ccc2ccccc2c1)CN1CCN(c2ccc(F)cc2)CC1 (stereo not drawn),1,51*,1.2,.,1,-2,0.5,-2,.
Cc1ccc2c(c1)[nH]c1c(=O)n(CCCN3CCOCC3)cnc12,-2,21,1.3,-2,1,-2,0.8,1,0.59
CCN(CC)C(=O)Cn1cc(/C=C(\C#N)C(=O)N2CCN(c3ccccc3)CC2)c2ccccc21,-3,71*,1.3,1,0.4,56*,0.3,-11,-0.3
O=C(Nc1ccccc1)Nc1cc(Cl)cc(Cl)c1,9,13,0.9,0,0.8,16,0.9,14,-2.4
Cc1cccc(NC(=S)NN(Cc2ccccc2)c2ccccc2)c1C,-2,16,1,3,0.7,29,0.8,2,-0.54
COc1ccc(C2=NCC(CSc3nnc(-c4ccc5c(c4)OCO5)o3)S2)cc1 (stereo not drawn),6,46,1.5,12,0.6,38,0.5,-14,-0.56
Cc1ccccc1OC/C(O)=C(\C#N)c1nc2ccccc2[nH]1,11,38,0.9,-3,0.5,46,0.6,-10,0.09
COc1ccc(OC)c(/C=N\NC(=O)CSc2nnc(CCCc3ccc(OC)c(C)c3)o2)c1,14,64*,1.1,1,0.3,70*,0.4,-3,0.98
O=C(Nc1ccc(N2CCN(C(=O)c3ccccc3)CC2)cc1)c1cc2ccccc2o1,-5,18,1.7,2,0.8,24,0.8,-8,0.05
CCCC(C)n1[nH]c(=O)c2c(C)cc(C)nc21 (stereo not drawn),-12,.,.,-4,.,.,.,-13,0.37
c1ccc(-c2nc(CSc3nnnn3-c3ccccc3)cs2)cc1,-13,97*,0.7,-1,0.5,50*,0,-7,-2.4
COC(=O)c1nn(-c2ccccc2)c(Cl)c1/C=N/OCc1ccc(C)cc1,-3,28,1.2,0,0.5,46,0.7,-12,-2
CC1CCCN(c2nc3c(c(=O)n(C)c(=O)n3C)n2CCSc2nc3ccccc3s2)C1 (stereo not drawn),-6,40,1.8,0,0.6,43,0.6,-13,-1.3
Cc1cccc(NC(=O)C2c3ccccc3C(=O)N3CCc4ccccc4C23)n1 (stereo not drawn),-3,28,1,-1,0.6,41,0.7,2,-0.8
CCOC(=O)C1=C(C)N(C)C(=O)NC1c1ccccc1OC (stereo not drawn),-2,28,0.9,-5,0.9,14,0.7,8,-0.05
O=C(c1ccc(S(=O)(=O)N2CCCC2)cc1)N1CCCc2ccccc21,-5,97*,1.6,-2,0.1,88*,0,14,0.07
CC(=O)NCC(=O)NC1(C(=O)NC2CCCC2)CCCCC1,-1,2,0.9,.,1,-3,1,1,-0.38
COC(=O)C1=C(O)CSC1=Nc1ccccc1,2,42,0.9,0,1.1,-9,0.6,-1,0.36
OC(COc1ccc2c(c1)CCC2)Cn1cnc2ccccc21 (stereo not drawn),0,10,1.3,-10,0.9,9,0.9,17,2.2
O=c1ncn(-c2cccc(F)c2)c2ncccc12,-1,-20,1.1,4,1.2,-16,1.2,4,0.17
Cc1ccccc1C(=O)NNC(=S)NC(=O)COc1ccccc1,19,55*,2.4*,11,0.1,89*,0.4,32,1.9
O=C(CCS(=O)(=O)Cc1ccccc1F)NCCCN1CCCCC1,0,23,1.1,8,1,0,0.8,3,-0.45
COC(=O)c1cc(=O)n(CCc2ccccc2)c(=Nc2ccc(F)cc2)s1,-7,-1,0.8,-6,0.6,40,1,-17,.

# Single values from above.
# COc1ccc(OC)c(/C=N\NC(=O)CSc2nnc(CCCc3ccc(OC)c(C)c3)o2)c1 in PostGolgi yeast reads 14
# CCOC(=O)C1=C(C)N(C)C(=O)NC1c1ccccc1OC (stereo not drawn) in Pyk2 oligo antag reads -0.05

# Additional compounds follow.
canonical_smiles,PostGolgi yeast,CYP2C19 inhib,PLAP act,EphB4 ephrin blk,CYP2C9 activ,CYP2C9 inh,CYP2C19 activ,Ecoli WT expand,Pyk2 oligo antag
CSc1cccc(NC(=O)CN(Cc2ccc(Cl)cc2)S(C)(=O)=O)c1,-9,92*,1.2,3,0.1,92*,0.1,-4,-0.17
Cc1cccnc1NC(=S)NC(=O)c1cncc(Br)c1,-3,16,0.9,5,1,1,0.8,7,0.57
Cc1c(C(=O)N2CCN(CCc3ccccc3)CC2)oc2ccccc12,7,73*,1.5,.,1.3,-25,0.3,13,-1.3
CS(=O)(=O)N(CC(=O)N1CCCC1)c1cccc(Cl)c1Cl,-4,15,1.1,-2,1,2,0.9,-2,0.61
Cc1ccc(-c2csc3ncnc(Nc4ccc(N5CCOCC5)cc4)c23)cc1,-24,5,1.3,-9,0.7,33,0.9,-12,-1.5
CCCCNC(=S)NNC(=O)C12CC3CC(CC(C3)C1)C2,1,21,0.7,-6,1,-1,0.8,-11,0.32
CCC1CCCCN1CCNC(=O)C1CCN(S(=O)(=O)c2c(C)noc2C)CC1 (stereo not drawn),1,7,1.8,0,0.9,8,0.9,9,1.2
Cc1ccc(S(=O)(=O)NC(=O)Nn2c(C)nnc2C)cc1,1,-4,0.8,-2,0.9,10,1,2,0.26
CCn1cc(C(=O)NCc2ccc3c(c2)OCO3)c(=O)c2ccc(C)nc21,.,2,1.1,.,0.8,16,1,.,.
O=C(CSc1ccc(Cl)cc1)Nc1ccc(N2CCN(C(=O)c3ccc(Cl)cc3)CC2)cc1,-1,-7,1.1,6,0.9,11,1.1,-10,-0.16
COC(=O)c1sc2nc(-c3ccccc3)nc(N3CCN(C)CC3)c2c1C,4,15,1.5,-1,0.9,8,0.9,15,-0.07
CCCCn1c(NCc2ccccn2)nc2ccccc21,9,4,1.1,-12,0.8,17,1,11,1.7
Cn1c(SCC(=O)N2CCN(S(=O)(=O)c3ccc(Cl)cc3)CC2)nc2ccccc21,-8,58*,1.7,3,2*,-103,0.4,-6,0.08
CCCCOc1ccc(-c2nnn(C(C)(C)C(=O)OC)n2)cc1,5,42,1.4,6,0.4,57*,0.6,7,-1.4
CC1CCN(Cc2ccc(-c3nn[nH]n3)cc2)CC1,4,-11,1.1,-6,1.2,-24,1.1,3,0.37
CCOC(=O)c1[nH]c(C)c(/C(O)=C2\C(=O)C(=O)N(CCN3CCOCC3)C2c2cccs2)c1C (stereo not drawn),-3,29,1.1,-3,1,-2,0.7,8,-0.73
COc1ccc(C)cc1-n1nnnc1SCc1cc(=O)n2cc(C)ccc2n1,-9,61*,1.9,.,0.9,13,0.4,-1,-1.5
CC(C)Oc1ccc(C2NC(=O)NC2=O)cc1 (stereo not drawn),-5,-17,1.1,-7,1.3,-28,1.2,7,0.28
CCC(=O)Nc1cccc(-c2nc3ccccc3o2)c1,-7,54*,1.2,2,0.8,22,0.5,6,-0.72

# Bioassay records as filed in PubChem.
